Bioassay records: PubChem, several laboratories
KLK7 zymogen act: activates the human kallikrein-7 zymogen; hit rate 0.9% among 370,000; purified proKLK7, EDANS-DABCYL substrate fluorescence; 100% is mature enzyme control, 0% vehicle; activation, % at 7 µM;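 active = activation above the mean of all tested compounds plus 3 SD, computed per campaign excluding outliers beyond control limits, cut at about 13% in these data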
Target sequence (P49862 whole entry, looked up): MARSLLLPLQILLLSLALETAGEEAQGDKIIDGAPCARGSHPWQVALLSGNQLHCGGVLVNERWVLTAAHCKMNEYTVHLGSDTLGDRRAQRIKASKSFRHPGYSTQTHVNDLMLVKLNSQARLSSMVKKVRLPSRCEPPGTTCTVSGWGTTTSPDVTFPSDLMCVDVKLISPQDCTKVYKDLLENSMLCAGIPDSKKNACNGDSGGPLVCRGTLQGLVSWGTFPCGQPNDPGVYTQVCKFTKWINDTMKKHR
ARFGAP1 inhibitor: inhibits rat ARF GTPase activating protein 1; Arfgap1-stimulated ARF1 GTP hydrolysis, GDP FP detection; inhibition, % at 16.5 µM; hit rate 0.26% among 360,000; AID 651572;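 active = inhibition above a per-plate limit, mean inhibition of low control wells plus 3 SD, cut at about 25% in these data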;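 also: 0% = DMSO wells with enzyme and 100% = wells lacking Arfgap1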
Target sequence (Q62848 1-136 limits assumed): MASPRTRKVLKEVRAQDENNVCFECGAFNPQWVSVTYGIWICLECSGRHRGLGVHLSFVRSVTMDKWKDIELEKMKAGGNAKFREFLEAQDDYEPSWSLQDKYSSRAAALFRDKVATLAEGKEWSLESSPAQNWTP
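Replicates: Single well per compound | Assay system: Truncated rat Arfgap1 GAP domain | Control set: No-Arfgap1 wells (100%) versus DMSO full-reaction wells (0%) | Times: Enzyme reaction 120 min at 25 °C after 20 min preincubation | Reagent: Human ARF1(Δ1-17)-GTP substrate | Measured by: Tracer-displacement fluorescence polarization with EDTA stop, 620/688 nm | Measure: Percent inhibition of Arfgap1-stimulated GTP hydrolysis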
ASAP1 GAP inh: blocks human ASAP1-stimulated Arf1 GTP hydrolysis. Q9ULH1. GDP FP detection. inhibition, % at 16.5 µM. AID 624377. hit rate 0.19% among 360,000; in the data active = inhibition above about 25%;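 also: 0% = vehicle with enzyme and substrate and 100% = no enzyme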
Target sequence (Q9ULH1 325-724 limits assumed): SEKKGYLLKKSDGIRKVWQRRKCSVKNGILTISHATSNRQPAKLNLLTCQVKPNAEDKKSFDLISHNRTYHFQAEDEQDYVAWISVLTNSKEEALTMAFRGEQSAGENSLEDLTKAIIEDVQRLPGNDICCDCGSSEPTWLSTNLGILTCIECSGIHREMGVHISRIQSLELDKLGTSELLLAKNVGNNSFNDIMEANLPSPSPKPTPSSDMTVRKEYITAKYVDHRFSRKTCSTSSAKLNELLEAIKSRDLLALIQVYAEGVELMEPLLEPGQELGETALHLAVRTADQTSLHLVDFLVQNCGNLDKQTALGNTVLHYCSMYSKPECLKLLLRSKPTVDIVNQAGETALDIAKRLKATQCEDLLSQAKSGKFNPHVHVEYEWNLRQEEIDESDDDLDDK
Tn6 DDE FP: DD(E)-Tn6 binding inhibition, primary FP screen | hit rate 0.21% among 370,000 | AID 720509 | Fibrin DD(E) TRITC-Tn6 fluorescence polarization displacement | inhibition, % at 8.3 µM;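 active = inhibition above a per-campaign cutoff: mean of compounds within control limits plus 3 SD, cut at about 15% in these data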;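 also: 0% = median of all compound wells on the plate and 100% = blocking peptide control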
Tn7 DDE FP: DD(E)-Tn7 binding inhibition, primary FP screen. hit rate 0.13% among 370,000. P02675. inhibition, % at 8.3 µM. FP displacement of FITC-Tn7 peptide from fibrin DD(E); 0% = median of compound wells per plate;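 active = inhibition above the mean of compounds falling within the control limits plus 3 SD of them, cut at about 14% in these data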;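 also: 0% = plate median of compound wells and 100% = 10 µM Aha-Tn7 peptide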
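Assay system: Fibrin-DD(E) protein isolated from polymerized human fibrin clots; read-out basis: percent inhibition; medium: Tris/NaCl/CaCl2 buffer, pH 7.8; signal: FP measurement; incubation: 10 min plus 3 h, room temperature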
HGIII-sPLA2 inh: Blocks human group III sPLA2 activity. inhibition, % at 12.2 µM. hit rate 0.56% among 370,000. Q9NZ20. QFRET BODIPY PC-A2 liposome hydrolysis, fluorescence. AID 743126;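 active = inhibition above mean plus 3 SD of compounds lying within the high and low control bounds, cut at about 19% in these data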;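 also: 0% = median of test compound wells and 100% = no enzyme DMSO wells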
UHRF1 MBD2 ctr: human UHRF1 methylated DNA binding inhibitors; inhibition, % at 4.4 µM; Q96T88; UHRF1 binding to methylated oligo, TR-FRET; AID 687016; hit rate 0.75% among 370,000; in the data active = inhibition above about 21%;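 also: UHRF1 SRA domain binding a hemimethylated CpG hairpin DNA probe; 0% = median of test compound wells and 100% = reference inhibitor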
PLC-gamma1 inh: PLC-gamma1 (human) inhibition, primary screen; purified PLC-gamma1, fluorogenic substrate, fluorescence; inhibition, % at 12.2 µM; hit rate 0.84% among 370,000; in the data active = inhibition above about 9.5%
PLCb3 inh: blocks human PLC-beta3 enzyme activity; hit rate 0.18% among 370,000; Q01970; inhibition, % at 12.2 µM; Purified PLC-beta3, fluorogenic substrate, fluorescence; in the data active = inhibition above about 11%;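 also: 0% = median of compound wells on plate and 100% = full blocker control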
Rev-erbA mod: Rev-erb alpha (human) modulation; AID 1259318; hit rate 0.79% among 370,000; activity, % at 10 µM; Rev-erbα–FITC-DNA binding, fluorescence polarization, 90 min;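 active = activity above about 14%, limit read from the data; passing the limit was not always enough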;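 also: 0% = DMSO wells with 35 nM protein and 100% = DMSO wells with 750 nM protein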
Active calls of the source: *; . = no result given. An unsorted share of the library. Share with any hit: about 4.5%.

nr | mol | HGIII-sPLA2 inh | PLC-gamma1 inh | ASAP1 GAP inh | PLCb3 inh | Rev-erbA mod | UHRF1 MBD2 ctr | Tn6 DDE FP | Tn7 DDE FP | KLK7 zymogen act | ARFGAP1 inhibitor
1 | CCCC(C(=O)Nc1ccc(S(=O)(=O)N2CCCC2)cc1)c1ccccc1 (configuration not stated) | -25 | 1 | 4 | -8 | 1 | 1 | 4 | 4 | 0.2 | -11
2 | CC(=O)c1c(C(C)=O)c(C)n(-c2nc(-c3ccc(Br)cc3)c(C)s2)c1C | -5 | 3 | -1 | 0 | 2 | -1 | -2 | -1 | 0.2 | -2
3 | Cc1ccc(S(=O)(=O)N2CCN(S(=O)(=O)N3CCOCC3)CC2)cc1 | 1 | 7 | 2 | -19 | 0 | 3 | 2 | -4 | -0.2 | 1
4 | Cc1cc(C)cc(OCC(=O)N2CCCCCC2)c1 | 3 | -2 | 4 | -4 | -5 | -1 | 4 | -3 | 0.4 | 5
5 | O=C(O)c1cc(Br)ccc1NN=C1CCCCC1 | 7 | -5 | 3 | -7 | -6 | 1 | 2 | 4 | 0.5 | 2
6 | Cc1ccc(C(=O)Nc2ccc(S(=O)(=O)Nc3ncccn3)cc2)cc1[N+](=O)[O-] | 3 | 3 | -7 | -6 | -2 | 1 | -1 | 5 | -1.0 | -7
7 | CCOC(=O)C(CCCCC(NC(C)=O)(C(=O)OCC)C(=O)OCC)(NC(C)=O)C(=O)OCC | 0 | -1 | 2 | -7 | -6 | 1 | 7 | -2 | -0.1 | -5
8 | Cc1ccc(OCc2nnc(NC(=O)Cc3cccs3)s2)cc1 | -16 | 7 | 7 | 0 | 3 | 2 | -7 | -7 | -0.3 | 2
9 | COc1ccc(/C=N\NC(=O)c2ccc(-c3ccccc3)cc2)cc1COC(C)=O | -3 | -41 | 3 | -65 | -2 | -3 | -9 | -2 | -2.0 | 0
10 | COc1ccc(C(=O)N2CCCCC2c2cc(C(=O)Nc3ccc(F)c(Cl)c3)no2)cc1 (configuration not stated) | -3 | 4 | 0 | 6 | 0 | -1 | 8 | -2 | 0.7 | 2
11 | COc1ccc(CCNC(=O)C2CCN(S(=O)(=O)N3CCC(C)CC3)CC2)cc1OC | 0 | -1 | -8 | -9 | 1 | 0 | 3 | 8 | -0.4 | 5
12 | NC(=O)N/N=C/c1sc(N2CCCCC2)nc1-c1cccs1 | 12 | -82 | -5 | -130 | 1 | -7 | -3 | 2 | 0.9 | 2
13 | CCOC(=O)C(=O)c1csc(NC(=O)COc2ccc(N(C)S(=O)(=O)c3ccc(F)cc3)cc2)n1 | -9 | 2 | -7 | -2 | 0 | -2 | 8 | 4 | -0.1 | -9
14 | O=C(O)CCCC(=O)Nc1ccc(OCc2nc3ccccc3s2)cc1 | 4 | -2 | -7 | 1 | 6 | 0 | 4 | 6 | -0.3 | -4
15 | COC(=O)NCc1ccc(CNC(=O)OC)cc1 | 8 | 3 | -8 | 6 | 1 | 1 | 1 | -5 | 0.2 | 6
16 | O=C(O)Cc1nc(-c2cccnc2)sc1-c1ccc(Br)cc1 | -4 | -4 | 0 | -11 | 6 | 1 | 5 | -2 | 0.6 | -5
17 | O=C(NCC(=O)N1CCCCCCC1)c1ccco1 | -2 | -2 | -10 | -6 | -3 | -3 | 0 | -3 | -0.2 | -4
18 | COc1ccc(NC(=O)N(Cc2cc3cc(C)ccc3[nH]c2=O)CC2CCCO2)cc1 (configuration not stated) | 4 | 6 | -8 | -5 | 2 | 4 | 0 | -4 | -0.5 | -1
19 | CCc1nnc(NC(=O)C(NS(=O)(=O)c2ccccc2)C(C)C)s1 (configuration not stated) | 9 | 6 | 6 | 6 | -6 | 3 | 7 | -3 | 0.3 | -8
20 | O=[N+]([O-])c1ccc(CSc2ccccn2)cc1 | 0 | 5 | 16 | 2 | -3 | 0 | 5 | -8 | -0.4 | 7
21 | Cc1cc(C)c(C)c(S(=O)(=O)N2CCC(C(=O)N3CCCCCCC3)CC2)c1C | -1 | -1 | 19 | -1 | 4 | -2 | 0 | -3 | -0.2 | 23
22 | O=C(Nc1cccc(C(=O)O)c1)/C(=C\c1ccco1)NC(=O)c1ccccc1 | -9 | -20 | 9 | -28 | 1 | -1 | 6 | 1 | 1.2 | 6
23 | Cc1nc2ccccc2n1CSc1ccccc1 | 21* | 5 | 2 | 1 | -3 | 6 | 3 | -9 | 0.2 | 0
24 | CCc1nc(C)cn1S(=O)(=O)c1cc(Cl)c(OC)cc1Cl | -1 | 2 | 8 | 2 | -4 | 3 | 8 | 5 | 0.5 | 0
25 | COc1ccc(CCN(C)C2CCCN(C(=O)c3sccc3C)C2)cc1OC (configuration not stated) | 0 | -4 | 2 | -7 | -4 | -1 | 13 | 0 | 0.2 | -5
26 | O=C(Nc1ccccc1C(=O)NCC1CCCO1)c1ccco1 (configuration not stated) | 1 | 0 | -2 | 3 | 1 | -4 | -1 | 8 | -0.2 | -6
27 | COc1cc(/C=N/NC2=NS(=O)(=O)c3ccccc32)cc(OC)c1OC | 6 | -4 | 12 | -16 | -2 | 3 | 2 | -8 | -0.1 | 8
28 | CCCOc1ccc(-c2csc(N)n2)cc1[N+](=O)[O-] | 2 | 0 | 9 | 1 | -1 | -1 | 0 | -7 | -0.2 | -4
29 | COc1cccc(CNC(=O)N2CCN(c3ccccc3)CC2)c1 | 1 | 2 | 10 | -6 | 5 | 0 | 0 | -4 | -0.6 | -1
30 | CCOC(=O)C1CCN(C(=O)CCc2nc3ccccc3[nH]2)CC1 | 5 | -1 | -13 | 0 | 0 | 0 | 3 | 4 | -0.3 | -5
31 | Cc1c(C(O)CN2CCC(C(N)=O)CC2)c2ccccc2n1C (configuration not stated) | -2 | -7 | -1 | -12 | 6 | 3 | 3 | 4 | -0.5 | -7
32 | NNC(=S)NC1CC2CC1C1C=CCC21 (configuration not stated) | 3 | 1 | -5 | -9 | -6 | 1 | 0 | -1 | -0.1 | -10
33 | CC1(C)CC(=O)C(C=NCCN2CCN(C3CC(=O)N(c4cccc(Br)c4)C3=O)CC2)=C(O)C1 (configuration not stated) | 4 | -5 | 3 | -6 | -3 | 1 | -10 | -3 | -0.1 | -7
34 | COc1ccc(CC(=O)c2ccc(O)cc2O)cc1OC | -11 | -22 | 2 | -22 | -5 | 2 | -5 | -3 | -0.7 | 1
35 | COc1ccccc1NC(=O)c1cc2n(n1)C(C(F)(F)F)CC(c1ccc3c(c1)OCO3)N2 (configuration not stated) | -2 | 1 | 6 | -2 | 2 | -2 | 0 | -1 | -0.4 | 11
36 | CCOC(=O)N1CCN(Cc2nc(N)nc(Nc3ccc(Cl)cc3)n2)CC1 | -3 | 1 | -11 | -4 | 1 | 1 | 0 | 0 | -0.7 | -2

Shown with values under each structure: part of the list above.
The line under a structure holds: HGIII-sPLA2 inh, PLC-gamma1 inh, ASAP1 GAP inh, PLCb3 inh, Rev-erbA mod, UHRF1 MBD2 ctr, Tn6 DDE FP, Tn7 DDE FP, KLK7 zymogen act, ARFGAP1 inhibitor
27	COc1cc(/C=N/NC2=NS(=O)(=O)c3ccccc32)cc(OC)c1OC
  6, -4, 12, -16, -2, 3, 2, -8, -0.1, 8
28	CCCOc1ccc(-c2csc(N)n2)cc1[N+](=O)[O-]
  2, 0, 9, 1, -1, -1, 0, -7, -0.2, -4
29	COc1cccc(CNC(=O)N2CCN(c3ccccc3)CC2)c1
  1, 2, 10, -6, 5, 0, 0, -4, -0.6, -1
30	CCOC(=O)C1CCN(C(=O)CCc2nc3ccccc3[nH]2)CC1
  5, -1, -13, 0, 0, 0, 3, 4, -0.3, -5

(continued)
nr | mol | HGIII-sPLA2 inh | PLC-gamma1 inh | ASAP1 GAP inh | PLCb3 inh | Rev-erbA mod | UHRF1 MBD2 ctr | Tn6 DDE FP | Tn7 DDE FP | KLK7 zymogen act | ARFGAP1 inhibitor
37 | CCOC(=O)N1CCN(c2c(NCC3CCCO3)c(=O)c2=O)CC1 (configuration not stated) | 1 | 2 | -2 | 2 | -2 | 0 | -4 | -3 | -0.4 | -2
38 | Cc1cccc(Nc2nnc(SCC(=O)Nc3ccccc3[N+](=O)[O-])s2)c1C | -23 | 2 | 5 | 0 | 5 | 1 | -3 | -2 | 0.2 | 7
39 | COc1ccc(/C=C2/SC(=O)N(CCC(=O)Nc3ccccc3C(=O)O)C2=S)cc1 | -5 | 0 | 4 | -5 | -5 | -1 | 2 | 1 | -0.3 | 2
40 | Cc1cc2c(cc1S(=O)(=O)N1CCCCC1)OCC(=O)N2 | -3 | 2 | -2 | 2 | 4 | 0 | 1 | -4 | 0.3 | 0
41 | CC(C)CNC(=O)c1ccccc1NC(=O)Nc1ccccc1 | 8 | -13 | -15 | -15 | -2 | -4 | -5 | -1 | -0.7 | 1
42 | COc1ccc(/C=C/C(=O)c2ccc(O)cc2)cc1CN1CCOCC1 | -9 | -7 | 5 | -9 | 2 | -1 | -1 | 4 | 10 | 3
43 | COc1ccc(CCNC(=O)C(=O)NCc2ccc(C(C)C)cc2)cc1OC | 1 | 1 | 5 | -2 | -1 | 2 | 0 | -4 | 0.3 | 12
44 | O=C(Nc1ccc(F)cc1)C(CCc1ccccc1)N1CCN(C(=O)c2ccco2)CC1 (configuration not stated) | -13 | 0 | 8 | 4 | -2 | -1 | 4 | 3 | 0.1 | -6
45 | COC(=O)c1c(C)nn(-c2ccccc2)c1N | -2 | 0 | 13 | 1 | -1 | -1 | -4 | -1 | 0.0 | -8
46 | O=c1oc2ccccc2cc1-c1csc(NN=C2CCCCC2)n1 | 8 | -85 | 10 | -98 | 0 | -8 | 1 | 9 | -1.5 | 10
47 | O=c1cc(CN2CCN(C/C=C/c3ccccc3)CC2)c2cc(O)ccc2o1 | -21 | -8 | -3 | -9 | . | -1 | -5 | -1 | 0.8 | 11
48 | Clc1ccc(Nc2ccc(-n3ccnc3)nn2)cc1Cl | -29 | -5 | 16 | -12 | -1 | 1 | -11 | -7 | -0.1 | 7
49 | Cc1ccc(NC(=O)c2c(C)noc2C)cc1S(=O)(=O)N1CCOCC1 | -4 | 1 | 1 | 2 | 2 | 1 | 0 | 2 | -0.3 | -6
50 | CC(C)(C)c1ccc(NC(=O)C(=O)C2C(=O)Nc3ccccc32)cc1 (configuration not stated) | -7 | -3 | -2 | -2 | 0 | 0 | 8 | -1 | 0.1 | 2
51 | CCOc1ccccc1NC(=O)COC(=O)c1cnc(C)cn1 | 5 | 3 | -4 | -4 | -3 | 0 | 5 | -7 | 1.0 | 14
52 | CCOC(=O)/C(C#N)=C\c1c(OCC)n(CC)c2ccccc12 | 14 | 0 | 3 | -2 | 1 | 0 | 6 | 3 | -0.1 | 1
53 | Cc1cc(/C=C2/NC(=O)N(c3ccccc3)C2=O)c(C)n1-c1cccnc1 | -4 | -16 | 13 | -23 | -1 | 0 | 3 | -10 | 0.1 | 11

Only Tn6 DDE FP and PLC-gamma1 inh (2 entries from above):
| entry | Compound | Tn6 DDE FP | PLC-gamma1 inh |
| --- | --- | --- | --- |
| 6 | Cc1ccc(C(=O)Nc2ccc(S(=O)(=O)Nc3ncccn3)cc2)cc1[N+](=O)[O-] | -1 | 3 |
| 7 | CCOC(=O)C(CCCCC(NC(C)=O)(C(=O)OCC)C(=O)OCC)(NC(C)=O)C(=O)OCC | 7 | -1 |
